# Screening results deposited in PubChem BioAssay by several laboratories.
# NTR1 ag: agonists of NTR1, primary screen, imaging, U2OS cells, beta-arrestin-GFP, high content (AID 493036). NTR1-U2OS beta-arrestin-GFP spot imaging, agonist mode. activation, % at 20 µM. P30989. hit rate 0.17% among 330,000;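 active = activation at or above 40% of the spot to cytoplasm intensity ratio, with at least 20 cells analyzed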;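 also: 0% = DMSO without peptide and 100% = 100 nM NTR1 peptide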
# Target sequence (P30989 whole entry, looked up): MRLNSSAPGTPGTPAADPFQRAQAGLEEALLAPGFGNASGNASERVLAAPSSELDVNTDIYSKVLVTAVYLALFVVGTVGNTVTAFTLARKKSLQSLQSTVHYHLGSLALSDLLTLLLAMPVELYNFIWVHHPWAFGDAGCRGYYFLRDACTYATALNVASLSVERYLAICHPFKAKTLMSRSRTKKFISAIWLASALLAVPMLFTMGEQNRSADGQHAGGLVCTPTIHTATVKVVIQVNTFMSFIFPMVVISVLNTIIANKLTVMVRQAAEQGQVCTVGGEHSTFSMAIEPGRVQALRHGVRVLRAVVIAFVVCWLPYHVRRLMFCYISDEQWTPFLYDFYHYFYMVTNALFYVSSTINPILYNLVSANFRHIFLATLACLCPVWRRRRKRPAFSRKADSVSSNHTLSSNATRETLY
# Salmonella PhoP GFP: PhoP-dependent GFP reporter repression – Salmonella Typhimurium, primary screen (AID 1863); S. Typhimurium PhoP-regulated promoter GFP reporter, 4 h; higher % means a stronger effect; inhibition, % at 50 µM, or IC50 in µM where a hit was titrated; hit rate 0.16% among 300,000;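 active = inhibition over 29.93%, a cutoff 3 SD above the screen mean, later confirmed by dose response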;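 also: 0% = low Mg2+ inducing control and 100% = high Mg2+ repressing control; strong numbers were not always called active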
# GPR35 antagonists: GPR35 antagonists blocking zaprinast-driven arrestin recruitment, primary screen, imaging, U2OS, beta-arrestin-GFP, zaprinast agonist (AID 2058). U2OS GPR35 beta-arrestin-GFP translocation imaging, zaprinast antagonism; higher % means a stronger effect. one-dose inhibition, % at 10 µM; IC50 in µM for titrated hits. hit rate 0.052% among 290,000;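 active = inhibition of at least 50% with at least 30 cells and total cytoplasm GFP at most 10,000,000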
# GPR55 beta-arrestin: GPR55 agonists via beta-arrestin recruitment, primary screen, imaging, U2OS cells, beta-arrestin-GFP redistribution (AID 1961). U2OS GPR55 beta-arrestin-GFP redistribution imaging; higher % means a stronger effect. one-dose activation, % at 10 µM; EC50 in µM for titrated hits. hit rate 0.048% among 290,000;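 active = activation above 40% with more than 50 cells counted in the well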;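 also: U2OS osteosarcoma cells stably expressing GPR55 and beta-arrestin-GFP; plate controls were DMSO negative control for no effect and LPI positive control for full effect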
# GPR55 antagonists: GPR55 antagonists blocking LPI-driven arrestin recruitment, primary screen, imaging, U2OS, beta-arrestin-GFP, LPI agonist (AID 2013); hit rate 0.13% among 290,000; U2OS GPR55 beta-arrestin-GFP translocation imaging, LPI antagonism; higher % means a stronger effect; one-dose inhibition, % at 10 µM; IC50 in µM for titrated hits;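 active = spots per cell inhibited over 60%, with over 100 cells counted and total cytoplasm intensity under 500,000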;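 also: U2OS cells stably carrying GPR55 and arrestin-GFP stimulated by 5 µM LPI near EC80; imaged beta-arrestin-GFP aggregate spots per cell after agonist stimulation; plate controls were LPI-stimulated DMSO wells for no effect and DMSO wells without LPI for full effect; some results filed as inactive read as strong as hits; confirmed hits need IC50 under 10 µM and bright autofluorescent wells are also inconclusive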
# KOR beta-arrestin-1: kappa opioid receptor activators – cell-based, luminescence, uHTS, primary screen (AID 1777); KOR beta-arrestin recruitment, luminescence; higher % means a stronger effect; one-dose activation, % at 10 µM; EC50 in µM for titrated hits; hit rate 0.02% among 280,000; in the data active = activation above about 50%, passing the limit was not always enough; also: a part of the inactive calls stands beside numbers as strong as those of hits
# West Nile antiviral: West Nile virus antiviral activity, cell-based, CPE readout (AID 1621). West Nile virus-infected cells, CPE inhibition; higher % means a stronger effect. one-dose CPE inhibition, % at 10 µM; IC50 in µM for titrated hits. hit rate 0.02% among 290,000; in the data active = a potency from the dose series; also: strong numbers were not always called active
# KOR beta-arrestin-2: KOR antagonists, beta-arrestin recruitment, cell-based, luminescence, uHTS (AID 1778) | KOR beta-arrestin recruitment, luminescence, antagonist mode; higher % means a stronger effect | inhibition, % at 10 µM, or IC50 in µM where a hit was titrated | hit rate 0.091% among 290,000; in the data active = inhibition above about 50%; also: strong numbers were not always called active
# T cell HTS: T cell immune modulators affecting CD8 T cell-vesicle binding; 2C CD8+ T cell-vesicle binding, flow cytometry; stronger effect = lower value; hit rate 0.068% among 330,000; calls only at 7 µM;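 active = response, share of CD8 T cells binding vesicles, and their 90th percentile fluorescence all below set limits, cut at about 80% in these data, passing the limit was not always enough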
#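 System: murine 2C transgenic CD8+ T lymphocytes; also added: QL9-loaded Drosophila micro-vesicles; times: binding 1.5 h at 37 °C; measured by: flow cytometry, PE anti-B7-1 (FL2) versus Alexa647 anti-CD8 (FL8), PFA-fixed; control set: Peptide-free naked vesicles (low) and QL9 vesicles with 0.7% DMSO vehicle (high)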
# T cell HTS vesicle-bound %: further read-out of T cell HTS, marked with its call; double positive events, %; measured here: CD8+ vesicle-bound cell fraction;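 binding gate set so that unloaded-vesicle control wells show 10% double positive cells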
# NTR1 ag cell count 20 µM: further read-out of NTR1 ag, marked with its call; cell count; measured here: cell count, cytotoxicity flag
# The depositor's hits bear a star; i = inactive; . = no result given; [ ] = dose if it differs, or a comment.
entry	Molecule	NTR1 ag	NTR1 ag cell count 20 µM	Salmonella PhoP GFP	GPR35 antagonists	GPR55 beta-arrestin	GPR55 antagonists	KOR beta-arrestin-1	West Nile antiviral	KOR beta-arrestin-2	T cell HTS	T cell HTS vesicle-bound %
1	CCOC(=O)C1=C(C)NC2=C(C(=O)CCC2)C1c1ccc(O)c(OCC)c1 (stereo unspecified)	-1.7	55	17%	5%	-0.3%	0%	0.9%	-0.6%	-16%	i	54
2	O=C(CN1CCN(C2CCCCC2)CC1)Nc1cccc2ccccc12	0.7	53	1%	9%	-0.2%	0%	0.1%	-0.2%	-1%	i	32
3	CCC(C)N=C1Sc2nc3ccc(C)cc3cc2CN1CCOC (stereo unspecified)	5.9	61	2%	-20%	-0.4%	20%	-3.6%	-0.9%	1%	i	39
4	CC(=O)Oc1ccc(/C=c2\sc3ncnn3c2=O)cc1	0.5	57	-13%	6%	0.3%	6%	1.3%	1.2%	7%	i	45
5	CC(C)C(OC(=O)c1cc2c(s1)CCCCC2)C(=O)NC(N)=O (stereo unspecified)	1.3	65	-3%	18%	0.2%	3%	-2.4%	.	43%	i	31
6	COc1ccc(Cc2nc3ccc(C(=O)N(C)CCn4ccnc4)cc3o2)cc1OC	1.0	73	3%	-4%	0.2%	-3%	-5.6%	0.3%	28%	i	5
7	COCCNc1ncnc2c1cnn2-c1ccc(Cl)cc1	1.5	77	6%	-6%	0.1%	-14%	-1.5%	0.8%	-4%	i	24
8	O=C(COC(=O)c1ccccc1NC(=O)c1ccccc1)c1ccc([N+](=O)[O-])cc1	4.4	36	-10%	-3%	0.2%	10%	-3.6%	1.1%	2%	i	54
9	Nc1cc(Cl)nnc1Cl	-0.7	70	-7%	-6%	0.5%	23%	2.9%	-0.3%	7%	.	.
10	CC(C)[C@H](NC(=O)N1CCn2c1nc1ccccc12)C(=O)NCc1ccc2c(c1)OCO2	0.9	65	-3%	-4%	-0.2%	2%	.	-1.2%	.	i	37
11	CCC1CCCCN1CCCNC(=O)CNC(=O)c1nn(-c2ccc(OC)c(Cl)c2)c(=O)c2ccccc12 (stereo unspecified)	-2.4	53	3%	-2%	-0.2%	5%	0.9%	0.8%	14%	i	16
12	Cc1cccc(OCc2nc(-c3ccc(-n4cccc4)cc3)no2)c1	1.3	57	10%	10%	-0.2%	2%	7.6%	0.4%	-20%	i	46
13	O=C(O)CCCC(=O)N1CCCC1	0.3	45	5%	8%	0.2%	8%	.	0.6%	28%[20 µM]	i	54
14	CCCC(=O)Nc1sc(C(=O)Nc2cccc(N)c2)c(C)c1C(=O)OC	-0.8	64	.	10%	0.1%	9%	-3.7%	-1.2%	-21%[20 µM]	i	54
15	COC(=O)c1cc(OC)c(OC)cc1NC(=S)Nc1cccc(C(C)=O)c1	.	.	3%	6%	-0.2%	-10%	1.2%	-0.3%	8%	i	21
16	CCOC(=O)C1CCCCN1S(=O)(=O)c1ccc2c(c1)CC(C)N2C(=O)C1CCC1 (stereo unspecified)	2.0	59	-1%	-4%	-0.1%	14%	-3.2%	-0.5%	4%	i	14
17	CCc1c(O)nc(N2CCN(Cc3ccccc3)CC2)[nH]c1=O	-1.8	94	9%	7%	-0.1%	7%	-4.1%	-0.2%	-31%	i	43
18	COCc1cc(C)n(CC(=O)Nc2cc(C)cc(C)c2)c(=O)c1C#N	1.2	97	3%	13%	-0.3%	0%	3.8%	-0.5%	-4%	i	53
19	CC(C)CC(OC(=O)CC1Sc2ccccc2NC1=O)C(=O)NC1CCCC1 (stereo unspecified)	0.0	47	8%	23%	-0.2%	9%	-3.0%	1.3%	16%	i	42
20	C=CCNC(=O)c1onc(CSc2cc(C)cc(C)c2)c1C(=O)NCC=C	0.6	91	-7%	1%	-0.1%	-5%	11%	-1.2%	1%	i	39
21	COc1ccc(N(C(=O)Cn2nnc3ccccc32)C2(C(=O)NC3CCCC3)CCCCC2)cc1	-1.2	48	3%	-4%	0.2%	23%	-1.1%	-0.7%	-12%	i	40
22	CCn1nc(C(=O)NCC(c2cccs2)N2CCOCC2)c2ccccc2c1=O (stereo unspecified)	-0.3	57	2%	12%	0.0%	16%	-3.6%	0.1%	10%	i	46
23	Cc1ccc2nc(-c3ccccn3)cc(C(=O)N3CCN(c4ncccn4)CC3)c2c1	0.5	33	4%	6%	-0.1%	7%	-1.7%	2.4%	-4%	i	34
24	CN1CCN(C(=O)c2ccc3c(c2)N(Cc2cccc(Cl)c2)C(=O)c2ccccc2S3(=O)=O)CC1	1.0	63	9%	15%	0.3%	3%	-0.4%	-0.3%	8%	i	16
25	CC(=O)Nc1ccc(S(=O)(=O)N2CCCC(C(=O)O)C2)cc1 (stereo unspecified)	1.8	60	3%	5%	-0.4%	-18%	4.4%	-0.2%	-27%	i	5
26	CCN(CC)CCNC(=O)C(C)c1nn(CC)c(=O)c2ccccc12 (stereo unspecified)	-0.7	72	3%	-9%	0.1%	1%	-6.9%	-0.1%	-20%	i	45
27	CCOC(=O)C1=C(CP(=O)(c2ccccc2)c2ccccc2)NC(=O)NC1c1ccc(Cl)cc1 (stereo unspecified)	0.6	55	3%	32%	-0.3%	8%	-2.4%	-1.0%	-12%	i	35
28	CC(C)(C)C1CCc2onc(C(=O)Nc3cccnc3)c2C1 (stereo unspecified)	1.9	63	-1%	-5%	-0.1%	17%	2.9%	0.6%	-34%	i	39
29	O=C(c1ccc(CS(=O)c2ccccc2Cl)o1)N1CCN(c2ccccn2)CC1 (stereo unspecified)	-0.1	60	-2%	7%	0.0%	-4%	-1.0%	-0.2%	-26%	i	24
30	O=C(CSc1nncs1)Nc1ccc2c(c1)OCO2	0.2	45	-7%	6%	0.6%	1%	-1.5%	0.3%	-13%	i	9
31	CN(C)S(=O)(=O)c1cccc(C(=O)Nc2ccccc2N2CCCCC2)c1	8.3	43	1%	7%	1.0%	10%	1.0%	-0.2%	-19%	i	44
32	COn1c(SCc2cccnc2)nc2ccccc2c1=O	-0.2	39	2%	11%	-0.2%	-2%	-0.9%	-0.1%	-7%	i	7
33	COc1cc2c(cc1OC)C(Cc1ccc(O)cc1)NCC2 (stereo unspecified)	3.6	83	4%	-2%	0.6%	4%	-3.8%	0.5%	2%	i	56
34	O=C(C1=C[C@H](c2ccc(C(F)(F)F)cc2)C[C@H](OCc2ccc(CO)cc2)O1)N1CCN(Cc2ccc3c(c2)OCO3)CC1	4.2	101	0%	4%	-0.2%	11%	.	-0.1%	13%	i	11
35	Cc1ccc(NC(=O)/C=C\C(=O)O)c([N+](=O)[O-])c1	-1.0	79	14%	-4%	0.2%	-2%	-0.1%	-0.7%	14%	i	54
36	Cc1ccc(NC(=O)c2oc3ccccc3c2NC(=O)c2ccc3c(c2)OCO3)cc1	2.7	51	15%	-8%	-2.3%	11%	4.8%	0.4%	-32%	i	23
37	Cc1nccc2[nH]c(=O)c(C(=O)NC(C)CCc3ccccc3)cc12 (stereo unspecified)	5.0	57	-4%	-16%	-0.6%	11%	0.3%	-0.1%	-5%	i	47
38	C/C(=N\NC(=O)c1c(Cl)c(C)nn1C)c1ccc(NC(=O)COc2ccc(Cl)cc2C)cc1	9.1	68	-2%	-9%	-0.1%	10%	1.7%	0.3%	-25%	i	46
39	Cc1cc(C(=O)N2CCCCCC2)cs1	-0.6	58	5%	0%	-0.3%	16%	-2.7%	0.1%	17%	i	41
40	COc1cccc2[nH]c3c(N4CCCC(C)C4)ncnc3c12 (stereo unspecified)	7.1	43	9%	-8%	-0.2%	-14%	-2.1%	-0.1%	-7%	.	.
41	CCC(C)(C)NC(=O)c1cc(S(=O)(=O)N2CCc3ccccc32)cn1C	-0.1	97	.	0%	-0.1%	-3%	-5.0%	-1.2%	28%[20 µM]	i	50
42	Cc1ccc(S(=O)(=O)N(C)c2ccc(C(=O)Nc3c(C)n(C)n(-c4ccccc4)c3=O)cc2)cc1	-0.2	49	-5%	2%	-0.1%	3%	.	-0.1%	-18%[20 µM]	i	6
43	CC(C)CC(=O)N1CCN(S(=O)(=O)c2ccccc2)CC1	0.3	84	23%	-3%	-0.1%	-9%	.	-0.4%	28%	i	52
44	COc1ccc(C2/C(=C(\O)c3ccc4c(c3)OCCO4)C(=O)C(=O)N2CCCN(C)C)c(OC)c1 (stereo unspecified)	2.4	60	.	0%	0.3%	-9%	6.4%	0.0%	19%	i	37
45	Nc1nonc1-n1nncc1-c1ccccc1	0.4	42	24%	-1%	0.2%	19%	-2.3%	0.5%	1%	i	23
46	CC1CCN(C(=O)C2CCCN2S(=O)(=O)c2ccc(Cl)cc2)CC1 (stereo unspecified)	2.0	63	2%	7%	0.6%	1%	1.7%	-0.9%	5%	i	62
47	Cc1ccc(C(=O)NC(=S)NCCCN2CCOCC2)cc1	-0.2	82	6%	1%	0.2%	1%	0.4%	-0.3%	-59%[20 µM]	i	61
48	Cc1scc(C(=O)NNC(=S)NCc2ccccc2)c1C	-0.9	56	22%	8%	-0.2%	-3%	0.4%	0.4%	25%	i	36
49	CCC(=O)Nc1cc(C(=O)OCC(=O)c2ccccc2Cl)ccc1C	0.5	80	11%	-2%	0.6%	3%	-0.6%	-1.4%	20%	i	26
50	Cc1nc(-c2ccc3c(c2)OCCO3)cs1	2.0	71	1%	-1%	0.1%	-10%	-0.8%	1.9%	-28%	i	53

# Next compounds:
entry	Molecule	NTR1 ag	NTR1 ag cell count 20 µM	Salmonella PhoP GFP	GPR35 antagonists	GPR55 beta-arrestin	GPR55 antagonists	KOR beta-arrestin-1	West Nile antiviral	KOR beta-arrestin-2	T cell HTS	T cell HTS vesicle-bound %
51	COCCNC(=O)c1ccc(CSCc2cccc(Cl)c2)o1	-0.7	98	-6%	19%	0.7%	-2%	-0.1%	-0.6%	7%	i	38
52	CC(O)CNCc1cccc2ccccc12 (stereo unspecified)	0.6	57	5%	-10%	0.1%	-3%	-2.1%	-0.6%	-16%	i	27
53	Cc1ccccc1C(=O)Nc1ccccc1C(=O)NCC(C)C	0.6	63	0%	18%	-0.1%	-4%	-4.2%	-0.4%	5%[20 µM]	i	62
54	Cc1ccc(NC(=S)N2CCCC2)cc1C	-0.4	63	-3%	-9%	-0.1%	-6%	3.0%	0.2%	-20%	i	8
